PGE2 EP2 inh: inhibitors of human EP2 prostaglandin E2 receptor. C6 glioma cells expressing human EP2, cAMP TR-FRET; cells stimulated with saturating PGE2. inhibition, % at 25 µM. P43116. AID 1422. 0.52% of 260,000 active;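 active means percent inhibition above 40 after rounding to a whole number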;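 further: rat C6 glioma host cells with rolipram phosphodiesterase inhibitor present; the protocol text gives 20 µM as final concentration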
Ba/F3 V617F tox: lowers viability of Ba/F3 cells expressing EpoR and JAK2V617F; ATP luminescence; 1.1% of 220,000 active; inhibition, % at 5.6 µM; AID 1446;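 active means inhibition above the campaign mean plus 3 SD over all tested compounds, cut at about 24% in these data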;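 further: cytokine-independent growth of Ba/F3 cells driven by EpoR plus mutant JAK2; 0% = DMSO-treated cells and 100% = JAK inhibitor I control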
Furin inhibitor: inhibitors of human furin. inhibition, % at 30 µM. AID 463115. P09958. 0.061% of 220,000 active. purified furin, fluorogenic substrate cleavage; in the data active means inhibition above about 25%; further: inactives centre near -15
Target sequence (P09958 108-714 limits assumed): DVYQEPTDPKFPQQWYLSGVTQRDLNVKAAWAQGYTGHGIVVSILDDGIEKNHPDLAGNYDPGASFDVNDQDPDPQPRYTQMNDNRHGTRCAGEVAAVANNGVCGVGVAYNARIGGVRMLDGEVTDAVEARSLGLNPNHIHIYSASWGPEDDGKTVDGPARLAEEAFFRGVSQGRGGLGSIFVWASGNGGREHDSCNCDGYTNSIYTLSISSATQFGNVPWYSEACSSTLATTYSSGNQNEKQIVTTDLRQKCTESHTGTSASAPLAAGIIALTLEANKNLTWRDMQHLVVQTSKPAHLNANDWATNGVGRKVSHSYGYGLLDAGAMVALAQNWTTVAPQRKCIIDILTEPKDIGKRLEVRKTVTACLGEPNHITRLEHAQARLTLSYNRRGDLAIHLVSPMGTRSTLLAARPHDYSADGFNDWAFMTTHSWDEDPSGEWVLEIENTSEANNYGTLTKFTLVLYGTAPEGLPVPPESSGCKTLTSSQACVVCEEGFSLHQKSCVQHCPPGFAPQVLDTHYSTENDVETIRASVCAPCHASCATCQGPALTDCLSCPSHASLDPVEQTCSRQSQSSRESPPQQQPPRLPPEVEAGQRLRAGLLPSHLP
BaF3 parental: reduces parental Ba/F3 cell viability, JAK2V617F counter-screen; inhibition, % at 5.6 µM; 1.1% of 220,000 active; CellTiter-Glo ATP luminescence;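 active means inhibition above a per-campaign cutoff, the mean inhibition of all tested compounds plus 3 SD, cut at about 27% in these data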;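 further: 0% = DMSO wells and 100% = JAK Inhibitor I control wells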
RBBP9 inhibitor: inhibitors of human serine hydrolase RBBP9; 0.2% of 220,000 active; AID 1515; recombinant RBBP9, FP-Rh probe fluorescence polarization; O75884; inhibition, % at 7.94 µM;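 active means inhibition above the campaign mean of all tested compounds plus 3 SD, cut at about 14% in these data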;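 further: plate controls were DMSO wells with RBBP9 for no effect and wells lacking RBBP9 protein for full effect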
Target sequence (O75884 whole entry, looked up): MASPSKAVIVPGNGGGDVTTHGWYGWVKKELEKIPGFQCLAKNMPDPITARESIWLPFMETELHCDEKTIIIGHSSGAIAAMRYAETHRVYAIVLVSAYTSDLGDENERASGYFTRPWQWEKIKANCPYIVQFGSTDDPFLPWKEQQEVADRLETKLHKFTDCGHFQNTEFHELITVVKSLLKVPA
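Material: RBBP9 protein. Amount: RBBP9 at 2.5 µM in dispensed solution, before mixing. Schedule: 30 min then 45 min, 25 °C. Medium: Tris buffer pH 8.0, NaCl, Pluronic. Measured by: fluorescence polarization. Measure: percent inhibition from mP, scaled between DMSO and no-protein wells. Replication: one well per compound.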
TbHK1 inh: blocks Trypanosoma brucei hexokinase 1 activity | inhibition, % at 10 µM | recombinant TbHK1, G6PDH-coupled NADH A340 | 0.11% of 220,000 active;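 active means inhibition of 50% or more in the single-dose primary screen; inactive means inhibition below 50%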
PPC-1+TRAIL kill: kills PPC-1 cancer cells in the presence of TRAIL; PPC-1 cells + TRAIL, ATPLite viability luminescence; cell killing (% activity), % at 4 µM; 0.41% of 220,000 active; AID 1443;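 active means cell killing above 50% in the first pass at 4 µM, then a duplicate retest at 5 µM averaging 50% or more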;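 further: plate controls were cells with TRAIL plus DMSO for no effect and medium-only wells lacking cells for full effect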
p97 inhibitor: blocks human p97 ATPase activity; AID 1481; P55072; inhibition, % at 8 µM; 0.42% of 220,000 active; recombinant p97 ATPase, Kinase-Glo ATP luminescence, 3 h; in the data active means inhibition above about 15%;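 further: 0% = DMSO vehicle and 100% = wells lacking enzyme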
NCF1 inh: inhibitors of human p47phox binding; P14598; p47phox/p22phox peptide binding, fluorescence polarization, 2 h; inhibition, % at 24.7 µM; 0.53% of 220,000 active; AID 1274;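 active means inhibition above about 30%, limit read from the data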;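 further: 0% = p47phox with labelled peptide and 100% = labelled peptide alone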
Active calls of the source: *; x = not tested or not shown; & = joins results of further samples; [ ] = dose if it differs, or a comment.

Start of the listing, in advance (2 entries):
Letter code – A = PGE2 EP2 inh; B = Ba/F3 V617F tox; C = Furin inhibitor; D = BaF3 parental; E = RBBP9 inhibitor; F = TbHK1 inh; G = PPC-1+TRAIL kill; H = p97 inhibitor; I = NCF1 inh
structure: CCc1ccc(CCC(=O)Nc2sc(C)c(C)c2C(=O)OC)o1
  A = 7	B = 0	C = -3[20 µM]	D = 2	E = 7	F = 5	G = 2	H = -1	I = -15

structure: O=C(Cn1nc(-c2ccccc2)c2ccccc2c1=O)Nc1ccc(F)cc1
  A = 8	B = -2	C = -20	D = -3	E = -5	F = -12	G = -4	H = 3	I = 7

Results, from the start:
Letter code – A = PGE2 EP2 inh; B = Ba/F3 V617F tox; C = Furin inhibitor; D = BaF3 parental; E = RBBP9 inhibitor; F = TbHK1 inh; G = PPC-1+TRAIL kill; H = p97 inhibitor; I = NCF1 inh
structure: CCc1ccc(CCC(=O)Nc2sc(C)c(C)c2C(=O)OC)o1
  A = 7	B = 0	C = -3[20 µM]	D = 2	E = 7	F = 5	G = 2	H = -1	I = -15

structure: O=C(Cn1nc(-c2ccccc2)c2ccccc2c1=O)Nc1ccc(F)cc1
  A = 8	B = -2	C = -20	D = -3	E = -5	F = -12	G = -4	H = 3	I = 7

structure: O=C(NCc1cccnc1)C1CC(c2ccc(F)cc2)=NO1 (stereo unspecified)
  A = 8	B = -1	C = -27	D = 3	E = -4	F = 4	G = -4	H = 1	I = 4

structure: O=C1CCC(=O)N(O)CCCCCNC(=O)CCC(=O)N(O)CCCCNC(=O)CCC(=O)N(O)CCCCCN1
  A = 9	B = x	C = -39	D = x	E = x	F = -16	G = -6	H = x	I = -2

structure: Cc1sc2nc3ccc(N4CCCC4)nn3c(=O)c2c1C
  A = 4	B = 4	C = -14	D = 1	E = -3	F = -15	G = 13	H = -3	I = -5

structure: CCCc1nc(SCC(=O)N2CCN(c3ccccc3)CC2)c2c(=O)n(C)c(=O)n(C)c2n1
  A = x	B = 0	C = -1	D = 4	E = 0	F = 1	G = -2	H = 7	I = -10

structure: Cn1c(SCC(=O)c2ccccc2)nnc1-c1cccc(N)c1
  A = 7	B = 0	C = -2[20 µM]	D = 3	E = 3	F = 33	G = 5	H = 5	I = -1

structure: O=C(OC1CCOC1=O)c1ccc(Cl)c(S(=O)(=O)N2CCCCC2)c1 (stereo unspecified)
  A = 4	B = 1	C = -10	D = 2	E = -10	F = -1	G = 9	H = -3	I = -13

structure: Cc1cc(NC(=S)NC(=O)c2ccco2)c2ccccc2n1
  A = 7	B = 0	C = -11	D = 11	E = -5	F = -2	G = -23	H = 2	I = -15

structure: COc1ccc(C(=O)N/N=c2\oc3ccccc3cc2C(N)=O)cc1
  A = 11	B = 2	C = -16	D = 0	E = -4	F = -14	G = 12	H = 0	I = -7

Only PPC-1+TRAIL kill and NCF1 inh, for some of the entries so far:
smiles	PPC-1+TRAIL kill	NCF1 inh
CCc1ccc(CCC(=O)Nc2sc(C)c(C)c2C(=O)OC)o1	2	-15
O=C(Cn1nc(-c2ccccc2)c2ccccc2c1=O)Nc1ccc(F)cc1	-4	7
O=C(NCc1cccnc1)C1CC(c2ccc(F)cc2)=NO1 (stereo unspecified)	-4	4
O=C1CCC(=O)N(O)CCCCCNC(=O)CCC(=O)N(O)CCCCNC(=O)CCC(=O)N(O)CCCCCN1	-6	-2

Copied from the list:
Value of `CCCc1nc(SCC(=O)N2CCN(c3ccccc3)CC2)c2c(=O)n(C)c(=O)n(C)c2n1` in Furin inhibitor: -1
Value of `CCc1ccc(CCC(=O)Nc2sc(C)c(C)c2C(=O)OC)o1` in RBBP9 inhibitor: 7
Value of `Cc1sc2nc3ccc(N4CCCC4)nn3c(=O)c2c1C` in BaF3 parental: 1
Value of `Cn1c(SCC(=O)c2ccccc2)nnc1-c1cccc(N)c1` in BaF3 parental: 3

Next entries.
Letter code – A = PGE2 EP2 inh; B = Ba/F3 V617F tox; C = Furin inhibitor; D = BaF3 parental; E = RBBP9 inhibitor; F = TbHK1 inh; G = PPC-1+TRAIL kill; H = p97 inhibitor; I = NCF1 inh
structure: COc1cc(/C=C(\C#N)c2nc3ccc(C)cc3[nH]2)cc([N+](=O)[O-])c1O
  A = 5	B = 2	C = 2	D = 4	E = -1	F = -7	G = 5	H = -5	I = -78

structure: COCCNC(=O)C(c1cccc(OC)c1)N(Cc1cccs1)C(=O)Cn1nnc2ccccc21 (stereo unspecified)
  A = 20	B = -2	C = 6[20 µM]	D = -2	E = 2	F = 0	G = 30	H = 0	I = -8

structure: COc1ccc(S(=O)(=O)N(CC(=O)NC2CC2)C2CCCCC2)cc1Cl
  A = 3	B = 0	C = -23	D = 2	E = -4	F = 1	G = 30	H = 2	I = -8

structure: CCCCNc1nc2c(c(=O)n(C)c(=O)n2C)n1CCC
  A = 7	B = x	C = -22	D = x	E = x	F = -12	G = 13	H = x	I = -6

structure: CC1(C)OC(=O)N(CCC(=O)Nc2cccc(F)c2)C1(C)O (stereo unspecified)
  A = 2	B = 1	C = -16	D = 5	E = -5	F = 0	G = -1	H = 2	I = 2

structure: CC(=O)Nc1ccc(S(=O)(=O)Nc2nc3ccc([N+](=O)[O-])cc3s2)cc1
  A = 5	B = -1	C = -12	D = 3	E = -9	F = -25	G = -13	H = 1	I = -8

structure: COc1cc(OC)nc(Oc2ccc(NC(C)=O)cc2)n1
  A = 0	B = 0	C = -21	D = 7	E = 1	F = 1	G = 15	H = -1	I = 1

structure: NC(=O)Cn1c(=O)n(Cc2ccco2)c(=O)c2c3c(sc21)CCCCC3
  A = 6	B = 2	C = -8[20 µM]	D = 10	E = -7	F = 10	G = 13	H = -2	I = -6

structure: Cc1cc(C(=O)CSc2nc3ccccc3c(=O)[nH]2)c(C)n1C
  A = 11	B = 4	C = -3	D = 8	E = 2	F = -3	G = 14	H = 3	I = 0

structure: CCOc1ccccc1NC(=O)CSc1nnc2ccc(-c3ccncc3)nn12
  A = 4	B = -1	C = -24	D = 6	E = -6	F = 2	G = 25	H = 1	I = -12

structure: COc1ccccc1/C=C/CN1CCOCC1
  A = 7	B = 0	C = -27[20 µM]	D = 4	E = -10	F = 3	G = 17	H = 2	I = -16

structure: O=C(CSc1nnc(-c2ccc(Cl)s2)o1)N1CCCc2ccccc21
  A = 11	B = -3	C = -1[20 µM]	D = 3	E = -2	F = 5	G = -10	H = 0	I = 1

structure: CC(C)n1cnc2c(NCc3ccccc3)nc(NCc3ccccc3)nc21
  A = 8	B = x	C = -29	D = x	E = x	F = -7	G = -11	H = x	I = 5

structure: COc1ccc(N=Nc2cc(C)ccc2O)cc1
  A = 12	B = -4	C = -20	D = -2	E = -5	F = -11	G = 15	H = 1	I = -29

structure: CCN(CC)S(=O)(=O)c1ccc(C(=O)NC(=S)N(CCC#N)Cc2cccnc2)cc1
  A = 9	B = -1	C = -26	D = 8	E = 1	F = -5	G = -12	H = 1	I = -5

structure: COc1ccc(/C=C2\SC(=S)N(CCCC(=O)Nc3ccccn3)C2=O)cc1OC
  A = 9	B = 3	C = -6	D = 6	E = -6	F = 14	G = 28	H = 0	I = -161

structure: Oc1ccccc1N=Nc1nc(-c2ccccc2)c(-c2ccccc2)[nH]1
  A = 25	B = 98*	C = -10[20 µM]	D = 97*	E = -5	F = 2	G = 21[5 µM]	H = 5	I = 3

structure: O=C1c2ccccc2C(=O)N1CCc1c[nH]c2ccccc12
  A = 7	B = 1	C = -32	D = 4	E = -5	F = 1	G = 3	H = 5	I = -6

structure: CCCc1cc(=O)[nH]c(SCC(=O)c2ccc3c(c2)OCCO3)n1
  A = 10	B = 4	C = -10	D = 1	E = -12	F = 33	G = -14	H = -6	I = 4

structure: CC1CN(c2nn3c(=O)c4ccccc4nc3c3ccccc23)CC(C)O1 (stereo unspecified)
  A = -4	B = 0	C = -9	D = 3	E = -2	F = -23	G = 0	H = -1	I = -1

Next part
Below each SMILES: PGE2 EP2 inh | Ba/F3 V617F tox | Furin inhibitor | BaF3 parental | RBBP9 inhibitor | TbHK1 inh | PPC-1+TRAIL kill | p97 inhibitor | NCF1 inh
COc1ccc(CC(=O)NN2C(=O)c3ccccc3C2=O)cc1
    5 | -5 | -18 | 4 | -7 | -1 | 19 | 3 | -8
CCN1CCCC1Cn1cnc2c([nH]c3cc(OC)ccc32)c1=O (stereo unspecified)
    13 | -4 | -20[20 µM] | -2 | -5 | -13 | -19 | 1 | -9
CC(C)(C)C(=O)NNC(=O)c1cc(C(C)(C)C)nn1Cc1ccccc1
    4 | -3 | -14 | 2 | -3 | -6 | 6 | 2 | -8
O=C(/C=C/c1ccccc1)NNC(=O)C1CC1
    6 | -1 | -11[20 µM] | 3 | -3 | -3 | -9 | -6 | -50
COc1ccc(NC(=O)C2CCN(S(=O)(=O)c3cccc4cccnc34)CC2)cc1
    15 | 0 | -8 | 1 | -5 | 1 | -1 | -4 | 3
Cc1ccc(C)c(-n2cc(CNCCc3cnccn3)c(-c3ccccc3)n2)c1
    2 | 2 | -27 | 7 | -1 | -1 | 20 | 3 | -9
CC(C)C(=O)Nc1ccc(NC(=O)c2cccc(F)c2)cn1
    7 | 2 | -17 | 3 | 5 | -11 | -2 | 2 | -15
CCOC(=O)c1cnc(Nc2nc3ccccc3o2)nc1CN1CCN(c2ccccc2)CC1
    x | -1 | -13[20 µM] | 6 | -9 | 4 | x | 3 | x
O=C(Nc1ccc(S(=O)(=O)NCc2cccnc2)cc1)c1ccccc1Cl
    10&4 | -4 | -15 | 2 | -3 | 18 | 6 | 5 | -10
COc1cc(-c2nnc(SCc3cc(=O)oc4cc(C)ccc34)o2)cc(OC)c1OC
    9 | -4 | -7 | 2 | -2 | -9 | -3 | 5 | -32
O=C(NCc1nc2ccccc2[nH]1)c1cccs1
    12 | -5 | -23 | 4 | -5 | -2 | 0 | 9 | -5
O=C(O)c1cscn1
    7 | -3 | -10 | -1 | -3 | 2 | -6 | 2 | -2
CCC(C)NC(=O)c1cn(CC)c2cc(N3CCN(C)CC3)c(F)cc2c1=O (stereo unspecified)
    13 | -4 | -16 | 5 | 6 | -15 | 10 | 2 | -17
Cc1ccc(CSCCNC(=O)CN2C(=O)c3ccccc3S2(=O)=O)cc1
    11&17 | 1 | -17[20 µM] | 4 | -3 | -3 | 16 | 1 | -7
CCCN1C(=O)N(C)C(N(O)C(=O)NC)C1(C)C (stereo unspecified)
    11 | 0 | -30[20 µM] | 2 | -6 | -2 | 25 | 3 | -1
CN(C)CCCN(C(=O)c1ccc(N2C(=O)CCC2=O)cc1)c1nc2c(F)cccc2s1
    3 | 1 | -8 | 1 | -5 | 4 | 1 | -1 | 3
COC(=O)c1cc(NC(=O)/C=C/c2ccccc2)ccc1O
    16 | -2 | -31 | 6 | -7 | -4 | 14 | 5 | 4
O=C(/C=C/c1ccccc1Cl)N1CCCN(C(=O)/C=C/c2ccccc2Cl)CC1
    7 | 3 | -22 | 10 | -1 | -2 | -22 | -1 | -12
O=C(COC(=O)C1CC2C=CC1C2)NCCc1ccccc1 (stereo unspecified)
    3 | -3 | -14 | 0 | 7 | 39 | 12 | 2 | -8
CC(=O)N1CCc2cc(S(=O)(=O)NCCC(=O)Nc3cccc(C)c3C)ccc21
    19 | -3 | -11 | 5 | 1 | -3 | 19 | 4 | -3
O=C(OCC(=O)N1CCCC1)c1ccc(OC(F)(F)F)cc1
    1 | 6 | -13 | 7 | -3 | -1 | 10 | -6 | 0
CC(=O)NS(=O)(=O)c1ccc2sc(C)nc2c1
    14 | 4 | -6 | -3 | 1 | -2 | 4 | 1 | -9
CCOC(=O)c1c(-c2ccc(-c3ccccc3)cc2)csc1NC(=O)c1cccc(N2C(=O)CCC2=O)c1
    5 | -1 | -31 | 3 | -2 | -41 | 11 | 2 | -58

Not all compounds are listed (hit frequency here may not be typical).
